Bioassay records from PubChem.
EBV gp42 inh – inhibitors of Epstein-Barr virus glycoprotein 42. Q1HVG2. Fluorescence polarization binding assay, mP read-out. inhibition, % (tested at 21.74 µM). hit rate 0.42% among 220,000. AID 1085; in the data active = inhibition above about 50%
Rad51 HR inh – blocks human Rad51 in homologous recombination | hRad51 DNA strand exchange, fluorescence dequenching | Q06609 | hit rate 0.085% among 200,000 | inhibition, % at 10 µM;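 active = inhibition above 40% at the single screening dose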;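 note: 0% = DMSO control wells and 100% = blanks with heterologous ssDNA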
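Material: human Rad51–ssDNA filaments; Probe or stimulus: labelled 47-mer dsDNA for strand exchange; Doses: single 10 µM dose; Incubation: 37 °C 15-min filament assembly, 30-min compound preincubation, 15-min exchange; Technique: FRET fluorescence dequenching, excitation 485 nm, emission 520 nm; Measure: Fluorescence-based percent inhibition, control- and blank-normalised; Benchmarks: plate control and blank wells.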
Furin inhibitor – human furin inhibition. P09958. purified furin, fluorogenic substrate cleavage. inhibition, % at 30 µM. hit rate 0.061% among 220,000. AID 463115; in the data active = inhibition above about 25%; note: inactives centre near -15
eIF4E-4G inh – inhibitors of eIF4E and eIF4G interaction in translation initiation | P63073+Q04637 | TR-FRET eIF4E-eIF4GI(517-606) binding, 2 h | inhibition, % at 21.7 µM | hit rate 0.37% among 220,000 | AID 782;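 note: 0% = full FRET control wells and 100% = background wells lacking eIF4GI fragment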
14-3-3 Bad inh – disrupts binding of bovine 14-3-3 zeta to phospho-Bad peptide. TR-FRET 14-3-3zeta/Dy647-pBad peptide displacement, 1 h. hit rate 0.71% among 220,000. P63103. inhibition, % at 21.7 µM;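 active = inhibition above about 70%, limit read from the data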;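 note: 0% = full 14-3-3 plus peptide FRET controls and 100% = background without 14-3-3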
p47phox inh – inhibitors of human p47phox binding. AID 1274. inhibition, % at 24.7 µM. hit rate 0.53% among 220,000. p47phox/p22phox peptide binding, fluorescence polarization, 2 h;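 note: 0% = p47phox with labelled peptide and 100% = labelled peptide alone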
KCC2 mod – KCC2 (human) Cl- transport modulation; B-score of Tl+ flux slope (higher = more flux/activation; lower = inhibition) at 10 µM; KCC2 cells, thallium flux FluoZin-2 fluorescence; AID 1456; Q9H2X9; hit rate 2.2% among 190,000;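 active = thallium flux slope and its plate-corrected score both differing from the plate sample mean at a set confidence after two filtering rounds, in either direction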;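 note: slope of fluorescence scaled to starting intensity during 10 to 20 s after thallium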
Target sequence (Q9H2X9 whole entry, looked up): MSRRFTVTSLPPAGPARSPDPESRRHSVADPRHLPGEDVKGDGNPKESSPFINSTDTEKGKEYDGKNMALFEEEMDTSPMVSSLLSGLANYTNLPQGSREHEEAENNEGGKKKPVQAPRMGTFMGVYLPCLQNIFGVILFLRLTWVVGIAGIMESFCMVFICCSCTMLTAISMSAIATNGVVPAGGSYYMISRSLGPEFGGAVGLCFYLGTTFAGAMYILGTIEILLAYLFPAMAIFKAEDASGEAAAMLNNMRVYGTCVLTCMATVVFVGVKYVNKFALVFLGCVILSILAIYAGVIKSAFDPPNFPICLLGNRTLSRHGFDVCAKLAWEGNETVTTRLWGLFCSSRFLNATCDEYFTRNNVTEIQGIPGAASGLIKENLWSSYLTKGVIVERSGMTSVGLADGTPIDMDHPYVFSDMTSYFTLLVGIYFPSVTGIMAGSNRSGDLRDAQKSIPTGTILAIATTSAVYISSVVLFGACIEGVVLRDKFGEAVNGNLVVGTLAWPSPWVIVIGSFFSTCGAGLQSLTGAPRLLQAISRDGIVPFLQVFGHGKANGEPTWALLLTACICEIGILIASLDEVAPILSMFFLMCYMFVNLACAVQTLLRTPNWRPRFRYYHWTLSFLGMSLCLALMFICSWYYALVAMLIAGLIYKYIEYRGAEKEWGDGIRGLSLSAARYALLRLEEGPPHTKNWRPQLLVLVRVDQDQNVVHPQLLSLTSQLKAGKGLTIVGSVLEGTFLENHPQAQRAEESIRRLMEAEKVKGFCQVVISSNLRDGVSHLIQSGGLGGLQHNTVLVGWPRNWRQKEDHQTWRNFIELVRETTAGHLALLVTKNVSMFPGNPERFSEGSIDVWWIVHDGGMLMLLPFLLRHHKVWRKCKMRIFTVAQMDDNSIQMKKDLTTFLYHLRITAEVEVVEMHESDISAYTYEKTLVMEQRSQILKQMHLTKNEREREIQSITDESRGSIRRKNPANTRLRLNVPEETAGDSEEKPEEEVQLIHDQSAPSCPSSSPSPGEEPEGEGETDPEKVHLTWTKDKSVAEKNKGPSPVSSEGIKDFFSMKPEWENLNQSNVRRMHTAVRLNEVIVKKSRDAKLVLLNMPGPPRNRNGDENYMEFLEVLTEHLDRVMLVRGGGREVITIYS
KLK5 inh – blocks human kallikrein 5 protease activity. recombinant hK5, fluorogenic AMC substrate cleavage. inhibition, % at 5 µM. hit rate 0.59% among 210,000;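 active = inhibition of 40% or more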;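 note: 0% = enzyme controls without compound and 100% = no-enzyme blanks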
Thrombin inh – thrombin (human) inhibition | P00734 | alpha-thrombin, Boc-VPR-AMC fluorogenic substrate cleavage | inhibition, % at 5 µM | hit rate 0.26% among 220,000 | AID 1046;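 active = inhibition at or above 40%; inactive = inhibition below 40%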;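 note: 0% = enzyme with no compound and 100% = wells without enzyme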
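Material: human alpha-thrombin protein. Incubation: reaction at ambient temperature. Technique: fluorescence of released AMC, ex 355 nm, em 460 nm. Control set: no-compound enzyme wells and no-enzyme blanks. Also added: Boc-VPR-AMC substrate, 15 µM final. Buffer or medium: pH 7.5 Tris (50 mM) with NaCl 150 mM, Tween 20 0.05%.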
The depositor's hits bear a star; . = no result given; [ ] = another dose, or the depositor's remark.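 Rule for the calls, unless noted: active = inhibition above about 30% (limit read from the data); inactive = the rest.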

Screens in order: 14-3-3 Bad inh	Thrombin inh	eIF4E-4G inh	EBV gp42 inh	KCC2 mod	p47phox inh	Furin inhibitor	Rad51 HR inh	KLK5 inh
Cn1cc(-c2ccno2)c(C(=O)O)n1
→ -8	-4	2	-7	0.15	-2	-4	2	-2
C(=N\n1cnnc1)/c1cn(-c2cccs2)nc1-c1ccccc1
→ 4	-3	8	-19	.	-1	6	2	-5
Cc1[nH]n(-c2ccccc2)c(=O)c1C(C[N+](=O)[O-])c1ccc(Br)cc1 (stereo not drawn)
→ -22	-10	-5	-3	-2.1	-14	-7[20 µM]	4	-11
CCC(Sc1ccc2nnc(-c3ccc(F)cc3)n2n1)C(=O)OC (stereo not drawn)
→ 14	-3	4[fluorescence artefact?]	-12	.	4	-10[20 µM]	2	6
CCOC(=O)C1CCCN(CC(O)COc2ccccc2C(C)=O)C1 (stereo not drawn)
→ 5[fluorescence artefact?]	-5	5[fluorescence artefact?]	-22	.	-4	-11[20 µM]	7	-1
Cn1cc(Cl)c(C(=O)NNC(=S)NCc2ccco2)n1
→ -11	-3	-1	-1	0.6	1	-18	3	-13
COc1ccc(Cl)cc1NC(=O)c1oc(C)nc1C
→ -3	8	-5	5	.	-8	-16[20 µM]	-2	4
CN(CC(=O)N1CCCCC1)S(=O)(=O)c1ccc(Cl)cc1
→ -1	3	4	-7	0.88	-13	-15	36	-7
CC1CN=C(N(C(=O)Nc2ccccc2)c2ccc(F)cc2)S1 (stereo not drawn)
→ -2	0	2	7	.	-13	-16	-3	-5
Cc1sc2ncnc(SCc3ccc(C(=O)O)cc3)c2c1C
→ 5	1	3	-9	1.4	-5	-36	.	2
CCCCP(=O)(CCCC)Cc1ccccc1O
→ -8	-6	2	-2	0.048	0	-21[20 µM]	1	-10
Cc1ccc(C)c(NC(=S)Nc2cccc3cnccc23)c1
→ -7	1	-3	2	-0.66	5	-19	-18	-10
Cc1ccc(C(=O)C2CCN(CC(=O)NC3CCCCC3)CC2)cc1
→ -1	-2	2	-6	-0.45	-6	-25	0	-6
OCCN(Cc1ccccc1)Cc1cccc(C(F)(F)F)c1
→ 46	0	-2	4	-0.5	2	-4[20 µM]	-6	-20
COc1ccccc1N1CCN(C(=O)CSc2nc(C)c(C)c(=O)[nH]2)CC1
→ -4	-1	-3	-14	-0.41	-12	-13	-32	-6
Cc1ccc(NC(=O)c2cc([N+](=O)[O-])ccc2Cl)c(O)c1
→ -7	1	-4	3	-2	-4	-14	-24	-6
Cc1cc(OCC(=O)Nc2ccc(Br)cc2)cc2c1C(=O)CC(C)(C)O2
→ 11	-3	-3	-14	0.036	-26	-16	5	2
COCC(=O)OC/C(O)=C(\C#N)c1nc2ccccc2[nH]1
→ -7	-1	2	-1	1.8	-14	-6	-10	-17
Nc1nnc(-c2cn(-c3ccccc3)nc2-c2ccc(Cl)cc2)o1
→ 0	-1	6	1	.	3	-14	0	-3
COc1ccc(Cc2noc(CN3CCCC(OCc4ccccn4)C3)n2)cc1OC (stereo not drawn)
→ -9	-4	1	1	0.28	-10	-26	-7	.
Clc1ccc(-n2ncc3c(NCC4CCCO4)ncnc32)cc1 (stereo not drawn)
→ 3	2	5	-8	1.2	-4	-24	2	-1
CCN(CC)S(=O)(=O)c1ccc2c(c1)N(CC(=O)Nc1cccnc1Cl)C(=O)CO2
→ -4	1	-1	-21	0.94	-2	-16	4	0
Cc1cc(SC#N)cc(C)c1NC(=O)CCl
→ 10	6	-5	-13	0.24	-8	-16	-11	-7
Fc1ccc(C(CCNCc2cccs2)c2ccco2)cc1 (stereo not drawn)
→ 3	-14	6	-8	-1.2	-11	-26	-1	-9
Cn1c(=O)c2c(SCC(=O)Nc3ccc4c(c3)OCCO4)nc(CC(C)(C)C)nc2n(C)c1=O
→ 8	2	-1	0	-1.2	-5	-20	6	-3
CC(=O)N/C(=C\c1ccccc1Cl)C(=O)O
→ 3[fluorescence artefact?]	0	3	-12	0.2	-12	-7[20 µM]	-3	-12
Fc1cc(Br)ccc1NC(=S)Nc1cccnc1
→ -11	-1	0	-14	1.4	-2	-16	-11	0
Cc1cc(Br)ccc1NC(=O)CN1C(=O)CCC1=O
→ 0[fluorescence artefact?]	5	0	-31	1.3	-5	-24[20 µM]	-5	-6
CCOC(=O)c1cc2sc(C)cc2n1CC(=O)N(CC)CC
→ 3	-5	4	-7	0.045	-12	-20[20 µM]	3	-1
Cc1ccc(CCNC(=O)CN(C)S(=O)(=O)c2cnc[nH]2)cc1
→ -11	-5	0[fluorescence artefact?]	-38	0.66	-5	-18	-8	-5

Twelve neighbouring records from above:
Screens in order: 14-3-3 Bad inh	Thrombin inh	eIF4E-4G inh	EBV gp42 inh	KCC2 mod	p47phox inh	Furin inhibitor	Rad51 HR inh	KLK5 inh
Cc1ccc(NC(=O)c2cc([N+](=O)[O-])ccc2Cl)c(O)c1
→ -7	1	-4	3	-2	-4	-14	-24	-6
Cc1cc(OCC(=O)Nc2ccc(Br)cc2)cc2c1C(=O)CC(C)(C)O2
→ 11	-3	-3	-14	0.036	-26	-16	5	2
COCC(=O)OC/C(O)=C(\C#N)c1nc2ccccc2[nH]1
→ -7	-1	2	-1	1.8	-14	-6	-10	-17
Nc1nnc(-c2cn(-c3ccccc3)nc2-c2ccc(Cl)cc2)o1
→ 0	-1	6	1	.	3	-14	0	-3
COc1ccc(Cc2noc(CN3CCCC(OCc4ccccn4)C3)n2)cc1OC (stereo not drawn)
→ -9	-4	1	1	0.28	-10	-26	-7	.
Clc1ccc(-n2ncc3c(NCC4CCCO4)ncnc32)cc1 (stereo not drawn)
→ 3	2	5	-8	1.2	-4	-24	2	-1
CCN(CC)S(=O)(=O)c1ccc2c(c1)N(CC(=O)Nc1cccnc1Cl)C(=O)CO2
→ -4	1	-1	-21	0.94	-2	-16	4	0
Cc1cc(SC#N)cc(C)c1NC(=O)CCl
→ 10	6	-5	-13	0.24	-8	-16	-11	-7
Fc1ccc(C(CCNCc2cccs2)c2ccco2)cc1 (stereo not drawn)
→ 3	-14	6	-8	-1.2	-11	-26	-1	-9
Cn1c(=O)c2c(SCC(=O)Nc3ccc4c(c3)OCCO4)nc(CC(C)(C)C)nc2n(C)c1=O
→ 8	2	-1	0	-1.2	-5	-20	6	-3
CC(=O)N/C(=C\c1ccccc1Cl)C(=O)O
→ 3[fluorescence artefact?]	0	3	-12	0.2	-12	-7[20 µM]	-3	-12
Fc1cc(Br)ccc1NC(=S)Nc1cccnc1
→ -11	-1	0	-14	1.4	-2	-16	-11	0

The list goes on.
Screens in order: 14-3-3 Bad inh	Thrombin inh	eIF4E-4G inh	EBV gp42 inh	KCC2 mod	p47phox inh	Furin inhibitor	Rad51 HR inh	KLK5 inh
Cc1cc2cc(CN(Cc3cccs3)C(=S)NCc3ccco3)c(=O)[nH]c2cc1C
→ 0[fluorescence artefact?]	2	2	-22	-0.38	-41	11	-9	-15
O=C(O)Cc1ccc2sc(-c3ccccc3)nc2c1
→ -8	0	-2	-18	0.91	1	-7	-4	-17
Cc1cc(C(=O)Nc2nnc(C3CCCCC3)s2)cs1
→ 1	0	2	-10	-0.27	-8	-25	0	15
O=C(NNS(=O)(=O)c1ccc(F)cc1)C1CC(c2cccnc2)=NO1 (stereo not drawn)
→ -3	-3	2	-4	0.1	9	-22	11	-2
COc1ccc(CCN(C)CCC(=O)Nc2ccc(C)cc2)cc1OC
→ 0	2	-2	6	0.092	-4	-14	1	-13
Cc1noc(/C=C/N(C)C)c1S(=O)(=O)N1CCCC(C(=O)NCc2ccc(F)cc2)C1 (stereo not drawn)
→ 8[fluorescence artefact?]	2	-2[fluorescence artefact?]	-19	-0.46	-1	-25	.	-17
COc1cccc(NC(=O)c2ccccc2-c2nc(-c3cccc(C)c3)no2)c1
→ 1	-15	1	-17	.	-53	7	2	-13
O=c1cc(CSc2ccc([N+](=O)[O-])cc2)nc2sccn12
→ 5	-19	3	10	0.3	25	-11	-4	2
CN(CC1CCCO1)S(=O)(=O)c1ccc(C(=O)NCc2ccccc2)cc1 (stereo not drawn)
→ 5	1	1	-5	0.8	-2	-21	9	-9
Cc1ccc(NC(=O)C(C)N2CCOCC2)c(C(=O)c2ccccc2)c1 (stereo not drawn)
→ 0	19	2	-2	0.015	-4	-15	3	43*
Cc1cc(NC(=O)CN2CCCCC2C)nc2c1c(=O)oc1ccccc12 (stereo not drawn)
→ 0	-5	1	-15	1	-5	-25	.	-3
COCCCNC(=S)N1CCCN(c2nc3c(C)c(C)ccc3cc2C#N)CC1
→ -9	-7	-3	-5	-0.54	-16	-15	6	4
Cc1nc2sc(C)c(C)c2c(=O)o1
→ 0	0	-2	8	0.38	-15	-22[20 µM]	-5	6
CC(=O)c1cc2c(cc1NC(=O)CCC1CCCC1)OCO2
→ -10	-3	-5[fluorescence artefact?]	-11	-1.9	-5	-19	4	-5
COc1cc(C(=S)NC2CCCCC2)ccc1O
→ -13[fluorescence artefact?]	-2	1[fluorescence artefact?]	-15	0.083	-4	-29	-14	-8
Cc1onc(-c2c(Cl)cccc2Cl)c1C(=O)NCCN1CCOCC1
→ 2	-4	-4[fluorescence artefact?]	-10	-0.083	-6	-5[20 µM]	-1	-10
COc1cccc2cc(-c3nnc(SCC(=O)NCc4ccccc4)n3C)oc12
→ -10[fluorescence artefact?]	-1	-4[fluorescence artefact?]	-14	0.05	-20	0[20 µM]	3	3
O=C1c2[nH]nc(-c3ccccc3O)c2C(c2cccc(O)c2)N1Cc1ccco1 (stereo not drawn)
→ -2	3	6	11	-0.84	-24	4[20 µM]	-3	-19
O=C(Cn1cnc2cc([N+](=O)[O-])ccc2c1=O)N(Cc1ccccc1)C1CCS(=O)(=O)C1 (stereo not drawn)
→ 9	-3	1	4	.	1	-20	.	10
Cc1nn(-c2cccc(C(F)(F)F)c2)c(=O)c2noc(C)c12
→ -2	-2	2	-7	-0.064	0	-25	6	10
CC1(C)Cc2c(C#N)c(N3CCOCC3)nc(Cc3ccccc3)c2CO1
→ .	-1	.	-12	-0.07	10	-17	-1	-16
Cc1ccc(N=C(NO)c2nonc2N)c(C)c1
→ 6	0	3	-22	.	-2	-12	9	-6
O=C(C1CC1)N1CCC(C(O)(c2ccccc2)c2ccccc2)CC1
→ -2	4	-2[fluorescence artefact?]	-10	-0.79	-14	-12[20 µM]	-3	-16
O=C(CN(Cc1ccccc1)C(=O)CCC(=O)Nc1nccs1)NCc1ccco1
→ -13	-2	9	-13	-1.4	-14	-18	1	-1

Random draw from the library. About 4.7% of those tested had a hit in this group.
